Screens (PubChem BioAssay)
KKLEB tox: counter-screen for CF NF-kB inhibitors: cytotoxicity | KKLEB CF airway cells viability, ATPlite luminescence, overnight; stronger effect = lower value; cells stimulated with P. aeruginosa culture filtrate | activity change (cytotoxicity), % at 5 µM | 360,000 tested, 0.36% active | AID 602141;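 active = corrected activity change at or below -50% at 5 µM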
NR2F2 inh: inhibitors of human COUP-TFII (NR2F2) | P24468 | HEK293T NGFI-A luciferase reporter, luminescence | inhibition, % at 8.6 µM | 370,000 tested, 0.7% active;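 active = inhibition above a per-plate cutoff, mean inhibition of test wells between control levels plus 3 SD, cut at about 38% in these data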;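 note: cells cotransfected with COUP-TFII expression vector driving the NGFI-A reporter; 0% = median of COUP-TF2 test wells and 100% = reporter-only cells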
Target sequence (P24468 whole entry, looked up): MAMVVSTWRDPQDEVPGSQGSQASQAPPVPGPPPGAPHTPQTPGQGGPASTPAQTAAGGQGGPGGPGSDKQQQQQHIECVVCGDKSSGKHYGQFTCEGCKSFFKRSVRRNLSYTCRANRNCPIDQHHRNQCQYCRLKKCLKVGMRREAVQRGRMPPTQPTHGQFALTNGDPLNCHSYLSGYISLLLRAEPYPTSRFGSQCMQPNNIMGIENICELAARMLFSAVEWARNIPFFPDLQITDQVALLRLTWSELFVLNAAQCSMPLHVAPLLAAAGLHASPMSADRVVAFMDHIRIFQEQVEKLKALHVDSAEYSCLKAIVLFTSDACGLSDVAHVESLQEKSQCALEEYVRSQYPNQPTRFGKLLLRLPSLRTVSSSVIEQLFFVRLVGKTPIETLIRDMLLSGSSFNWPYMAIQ
CF NFkB block: cystic fibrosis NF-kB activation inhibition | 360,000 tested, 0.86% active | KKLEB NF-kB-GFP reporter, PAF-induced, GFP fluorescence overnight | inhibition, % at 5 µM;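 active = at least 50% inhibition at 5 µM, scaled per plate between neutral and stimulator controls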;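 note: PAF is a Pseudomonas aeruginosa culture filtrate used as stimulus; plate controls were PAF-stimulated DMSO wells for no effect and unstimulated DMSO wells for full effect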
NR5A2 inv ag: NR5A2 inverse agonism in reporter assay. 360,000 tested, 0.13% active. inhibition, % at 3.6 µM. HEK293T StAR-luciferase reporter, LRH-1 transfected, 24 h. AID 602396. O00482;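 active = inhibition above the mean inhibition of all tested compounds plus 3 SD, cut at about 73% in these data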;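 note: 0% = DMSO wells and 100% = reporter-only cells lacking LRH-1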
Target sequence (O00482 whole entry, looked up): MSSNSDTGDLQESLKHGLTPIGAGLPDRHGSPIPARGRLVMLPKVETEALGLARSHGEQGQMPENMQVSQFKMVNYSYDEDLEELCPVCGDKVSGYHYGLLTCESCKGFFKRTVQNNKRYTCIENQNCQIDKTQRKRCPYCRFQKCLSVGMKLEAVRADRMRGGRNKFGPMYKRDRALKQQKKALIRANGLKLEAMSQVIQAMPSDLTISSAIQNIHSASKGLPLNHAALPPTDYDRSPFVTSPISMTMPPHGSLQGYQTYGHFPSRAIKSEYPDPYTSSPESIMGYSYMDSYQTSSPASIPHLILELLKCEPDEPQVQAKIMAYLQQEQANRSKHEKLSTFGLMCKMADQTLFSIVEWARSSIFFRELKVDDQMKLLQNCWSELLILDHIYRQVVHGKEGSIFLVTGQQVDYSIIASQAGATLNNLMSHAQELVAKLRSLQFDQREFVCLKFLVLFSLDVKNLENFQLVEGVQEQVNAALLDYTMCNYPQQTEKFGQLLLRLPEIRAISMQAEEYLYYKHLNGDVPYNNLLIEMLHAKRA
SRC1 inh: inhibitors of human steroid receptor coactivator 1 (SRC1) | HEK293 GAL4-SRC1 luciferase reporter, luminescence | inhibition, % at 3.6 µM | 360,000 tested, 0.12% active | AID 588354 | Q15788;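 active = inhibition above the campaign mean plus 3 SD, with each screening campaign given its own cutoff, cut at about 60% in these data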;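 note: 0% = DMSO treated cells and 100% = gossypol at 36 µM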
C8 TRAIL sens: sensitizes caspase-8 expressing cells to TRAIL; 360,000 tested, 1% active; NB7+C8 cells + TRAIL, ATPlite viability luminescence; inhibition (viability loss, TRAIL sensitization), % at 10 µM;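 active = compounds causing at least 50% loss of cell viability in the single-dose screen, relative to plate controls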
TROY NFkB inh: TROY signaling inhibition; Q293 LMP1-TROYcd NF-kB luciferase reporter, 4 h; inhibition, % at 10 µM; AID 1347056; 360,000 tested, 0.98% active;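 active = compounds whose plate-normalised and pattern-corrected inhibition of the luciferase reporter signal at the single screening dose is 50% or more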
LMP1 NFkB inh: Epstein-Barr LMP1 NF-kappaB reporter inhibition. 350,000 tested, 0.69% active. AID 504558. LMP1-induced NF-kappaB luciferase reporter cells, luminescence. inhibition, % at 12.5 µM; in the data active = inhibition above about 41%;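 note: 0% = neutral control wells and 100% = reference inhibitor control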
TWEAK-Fn14 inh: blocks TWEAK-Fn14 interaction in a reporter cell assay. TWEAK-stimulated Fn14 reporter cells, luciferase luminescence, 8 h. inhibition, % at 10 µM. 360,000 tested, 2% active. AID 1159606; in the data active = inhibition above about 50%
Shn3 3UTR inh: reduces Shn3 3'UTR luciferase signal in osteoblasts; inhibition, % at 12.5 µM; 360,000 tested, 0.52% active; AID 588674; Clone20 osteoblast Shn3 3'UTR firefly luciferase, 24 h;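 active = mean inhibition of at least 75% with every replicate also reaching 75%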;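 note: 0% = median of neutral control wells and 100% = pilot-screen positive control compound; some compounds past the cut are filed as inactive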
SRC3 inh: human NCOA3 inhibition. HEK293 GAL4-SRC3 luciferase reporter, luminescence. inhibition, % at 3.6 µM. 360,000 tested, 0.17% active. AID 588352;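 active = inhibition above a per-campaign cutoff, the mean of all compounds plus 3 SD, cut at about 60% in these data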;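 note: 0% = DMSO-treated cells and 100% = gossypol-treated cells at 36 µM; higher means less SRC3-driven luciferase light from the GAL4 reporter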
Numbers without * were called inactive; nt = no result given.

SMILES	KKLEB tox	NR2F2 inh	CF NFkB block	NR5A2 inv ag	SRC1 inh	C8 TRAIL sens	TROY NFkB inh	LMP1 NFkB inh	TWEAK-Fn14 inh	Shn3 3UTR inh	SRC3 inh
CC(=O)c1cccc(N=Nc2c(-c3ccccc3)[nH]n(-c3ccccc3)c2=O)c1	2	-3	-10	5	9	4	-22	6	7	10	18
CCN(CC)CCCn1c2c(c(SCC(=O)N3CCc4ccccc43)nc1=O)CCC2	-5	8	6	8	-13	-4	-17	-5	-3	19	11
O=C(Nc1ccc(F)cc1F)C1CCCN1S(=O)(=O)c1cccc2nsnc12 (stereo not drawn)	-2	-1	-16	5	-7	2	20	4	-6	-2	10
O=C(Cn1cccc1C(=O)c1ccccc1)NCc1ccccc1Cl	5	-21	1	-41	-47	8	-66	-12	-2	-37	-34
Cc1ccc(S(=O)(=O)Nc2ccc(C(N)=O)cc2)cc1[N+](=O)[O-]	-11	4	0	2	4	2	-22	-14	6	-35	9
N#Cc1cc2c(=O)n3ccccc3nc2n(Cc2cccnc2)c1=O	10	-30	-6	-17	3	17	13	-15	6	-37	-12
S=C(NCCCN1CCOCC1)N1CCN(c2cccc(Cl)c2)CC1	-9	-22	4	6	1	15	-1	5	8	21	3
CC(CN1CCCC1)OC(=O)c1ccccc1Cl (stereo not drawn)	-8	0	2	20	10	-10	-3	1	8	13	-12
Nc1nc2n(n1)C(c1ccco1)CC(c1ccc(F)cc1)N2 (stereo not drawn)	8	-11	1	-10	-25	-7	3	-5	-11	-13	18
COc1ccc(C2=NO[C@@H]3C(=O)N(c4ccc(C)cc4C)C(=O)[C@H]23)cc1OC	-8	-5	-6	0	-29	2	10	-3	1	2	-16
CCc1cc(=O)oc2cc(C)cc(OC(C)C(=O)NCc3cccnc3)c12 (stereo not drawn)	8	-15	-4	18	10	-1	8	-6	-12	8	9
Cc1ccc(Cc2cnc(NC(=O)c3cccs3)s2)cc1	-6	-74	3	-163	-130	25	-5	-4	18	-78	-71
COc1ccc(N2CCN(C(=S)Nc3cc(C)cc(C)c3)CC2)cc1	0	8	6	-6	-10	6	2	3	-1	9	-2
O=[N+]([O-])c1cccc(COc2ccc(CN3CCOCC3)cc2)c1	-5	-20	-23	-77	-91	13	30	-6	26	-60	-85
O=C(CSc1nnc(Cn2cnc3ccccc32)o1)c1ccccc1	10	2	-5	1	-6	-6	19	-4	2	8	9
CC1(C)CC(=O)C=C(c2ccc(F)nc2)C1	-9	14	-11	17	-1	2	-2	-7	-3	-3	-10
COC(=O)c1ccc(NC(=O)COc2cccc3c2OC(C)(C)C3)cc1	-5	-1	19	23	10	-4	4	-6	3	9	4
Cc1cc(C(=O)CCC(=O)N2CCN(S(=O)(=O)c3cccs3)CC2)c(C)s1	-2	2	1	3	9	6	-6	5	-1	27	20
COc1ccc(-c2c(C#N)c(SCc3c(C)noc3C)nc3c2C(=O)CC(C)(C)C3)cc1	-13	-1	6	-12	18	0	-13	19	25	10	-1
NS(=O)(=O)c1cccc(NC(=O)CN2CCc3ccccc32)c1	16	-14	-12	2	-13	-11	20	0	18	0	-19
COc1ccc(C(=O)N/N=C/c2ccc(N3CCOCC3)o2)cc1OC	-5	0	8	10	-10	0	-8	3	3	-9	3
CC(C)CC(=O)C1=C(O)C(=O)N(Cc2ccccc2)C1c1ccccc1 (stereo not drawn)	3	-20	11	-2	-1	-8	3	-5	2	8	-2
CCCC(=O)Nc1cc(C(=O)O)ccc1S(=O)(=O)c1ccc(C)cc1	-4	10	9	-4	-2	-6	-5	7	-1	2	15
Cc1cccn2c(/C=N/OCc3ccc(F)cc3)c(-c3ccc(Cl)cc3)nc12	0	9	8	16	-2	-15	-2	-8	6	13	8
CC1CC(C)CN(C(=O)COc2cccnc2[N+](=O)[O-])C1 (stereo not drawn)	0	-10	-30	-5	5	1	3	-12	-1	7	11
COc1ccc(NC(=O)C2(C)Cc3c(-c4cccc(C(F)(F)F)c4)ccnc3O2)cn1 (stereo not drawn)	-15	21	38	-4	10	19	6	nt	-12	-14	5
O=C1NN(c2ccccc2)C(=O)/C1=C\c1ccccc1	-3	-5	10	-4	-11	25	-8	-6	-16	2	5
COCCN(CCOC)c1nc(S(=O)(=O)c2ccc(C)cc2)c(Cl)s1	3	0	15	13	-6	2	12	1	-2	20	20
COc1cccc(C(=O)N2CCN(C(=O)c3cccc4ccccc34)CC2)c1OC	12	6	14	-18	-7	-9	-15	8	-18	7	16
CCOc1cc(NC(=S)NCC(C)C)c(OCC)cc1NC(=O)c1cccs1	2	4	-1	-9	8	5	20	1	-2	18	4
CC(C)CC(=O)N=C1SC2CS(=O)(=O)CC2N1Cc1ccccc1Cl (stereo not drawn)	-18	1	0	2	-71	2	6	nt	10	-75	13
Cc1cc(=O)oc2cc(OCC(=O)Nc3ccccc3C(=O)O)ccc12	6	-2	-7	4	-19	-6	-2	3	-4	-19	5
C=CCSc1nnc2c(n1)OC(c1ccco1)Nc1ccccc1-2 (stereo not drawn)	2	-3	-7	-8	-15	-8	-57	0	-10	-73	-13
C[C@H]1CN([C@@H](C)CO)C(=O)CCCn2nncc2CO[C@@H]1CN(C)C(=O)c1ccccc1	-3	-19	5	13	11	-7	7	3	-13	12	-1
c1coc(-c2ccnc(-c3ccncc3)n2)c1	0	-21	1	0	-6	-5	-2	-10	-9	-9	-10
COC(=O)C1=C(C)N(c2ccc(OC)cc2)C(C)=C(C(=O)OC)C1c1ccccc1	-2	10	-7	3	17	-8	0	-11	1	1	16
O=C(Oc1ccccc1-c1nnco1)c1ccc(Cl)cc1	7	-11	-6	-9	-7	24	-30	7	1	2	18
O=S(=O)(c1cccc2nsnc12)N1CCCCC1	-1	22	21	-2	15	-1	15	12	16	8	-21
O=C(Cc1ccccc1)Nc1ccccc1Oc1ccccc1	6	-1	-1	2	-2	-9	1	-8	0	-58	8
COc1ccc(Nc2nc(-c3cccs3)cs2)c(OC)c1	-10	-59	9	-118	-94	-4	10	-57	10	-22	-127
COc1ccccc1S(=O)(=O)Nc1ccc2cn[nH]c2c1	-1	3	-8	-1	18	-5	11	4	0	-11	18
O=C1C=CC(=Nc2ccc3c(c2)C(=O)c2ccccc2-3)O1	24	-20	-22	-18	5	9	-25	33	2	-10	-1
Cc1cc(C)cc(NC(=O)CCN2CCOCC2)c1	-2	3	8	2	5	-1	16	4	12	-3	7
Cc1ccc(CN2CCN(Cc3cn(C)nc3C)CC2CCO)o1 (stereo not drawn)	-5	-4	1	-11	-152	0	18	-4	12	-20	-9
COc1ccc(-n2nc(C(=O)NCC(=O)Nc3ccccn3)c3ccccc3c2=O)cc1Cl	-25	12	26	11	5	20	2	-2	38	8	-3
COc1ccc(Cc2noc(CN3CCCC(C(=O)c4cccs4)C3)n2)cc1OC (stereo not drawn)	4	25	-10	-8	-7	-13	12	2	-3	14	-3
O=C(NCc1ccccc1)Nc1cc(Cl)ccc1Cl	-5	-2	14	-11	-221	-27	2	-6	-8	-14	2
CCSc1oc(-c2ccco2)nc1S(=O)(=O)c1ccc(C)cc1	2	-26	18	-2	-10	4	-5	1	24	19	5
CC1(C(=O)NCc2ccc3c(c2)OCO3)CCN1Cc1csc2ccccc12 (stereo not drawn)	-24	2	19	0	8	5	16	nt	-6	-15	14
O=C(NCCN1CCOCC1)/C(=C\c1ccc(Br)cc1)NC(=O)c1cccs1	-2	-10	5	1	16	-8	9	-7	-8	-10	15
Cc1cccc(NC(=O)Nc2ccc(S(=O)(=O)Nc3onc(C)c3C)cc2)c1	8	-12	-5	-48	-29	1	-40	-5	-18	-43	-21
COc1cc(/C=C/CN2CCN(Cc3ccc(C)o3)C(CCO)C2)ccc1O (stereo not drawn)	-1	-22	9	2	-1	-1	-1	-5	6	-26	14
O=[N+]([O-])c1c(Nc2ccc(O)cc2)cc(Cl)c2nonc12	-76*	15	103*	15	-79	96*	83*	13	67*	95*	-52
CCC(C)(C(=O)NC1CCCCC1)N(Cc1ccco1)C(=O)CC1NC(=O)NC1=O (stereo not drawn)	-1	15	-2	-6	1	5	4	3	-6	9	11
CC(=O)NC(c1ccc(F)cc1)c1cccnc1 (stereo not drawn)	15	-4	-12	-14	-10	-3	-11	2	-7	10	-30
CCN1CCN(c2ccc(S(=O)(=O)N3CCCCC3)cc2NC(=O)Cc2ccccc2)CC1	-48	24	57*	-9	-3	-1	-4	3	7	-18	-10
O=C(CSc1nnc(-c2cccnc2)n1Cc1ccco1)Nc1cccc(O)c1	-4	-2	14	18	-10	-7	-11	-1	3	-1	-1
CC(C)C(=O)Nc1cccc(-c2cn3ccccc3n2)c1	-7	-3	3	-12	-39	-4	-8	1	-23	-1	5
CC1CCN(c2ccc(NC(=S)NC(=O)c3ccc(-c4cccc([N+](=O)[O-])c4)o3)cc2)CC1	-28	-6	13	-2	3	15	-2	10	11	25	9
Cc1ccc(C)c(NC(=S)N/N=C2/CCCCc3ccccc32)c1	5	11	-9	-10	2	15	-5	5	-9	-2	8

Among those listed so far, 2 have a COOH group.
SMILES	KKLEB tox	NR2F2 inh	CF NFkB block	NR5A2 inv ag	SRC1 inh	C8 TRAIL sens	TROY NFkB inh	LMP1 NFkB inh	TWEAK-Fn14 inh	Shn3 3UTR inh	SRC3 inh
CCCC(=O)Nc1cc(C(=O)O)ccc1S(=O)(=O)c1ccc(C)cc1	-4	10	9	-4	-2	-6	-5	7	-1	2	15
Cc1cc(=O)oc2cc(OCC(=O)Nc3ccccc3C(=O)O)ccc12	6	-2	-7	4	-19	-6	-2	3	-4	-19	5

Next entries.
SMILES	KKLEB tox	NR2F2 inh	CF NFkB block	NR5A2 inv ag	SRC1 inh	C8 TRAIL sens	TROY NFkB inh	LMP1 NFkB inh	TWEAK-Fn14 inh	Shn3 3UTR inh	SRC3 inh
CCOC(=O)C1CCN(C(=O)/C=C/c2ccc3c(c2)OCO3)CC1	4	-45	-12	-114	-110	3	-46	9	-33	-40	-44
COc1ccc2cc(CN(CC3CCCO3)C(=S)NCc3ccco3)c(=O)[nH]c2c1 (stereo not drawn)	-10	11	-26	-4	-10	5	4	-4	13	-7	3
CCc1ccccc1NC(=O)COc1cccc(-n2cnnn2)c1	2	-2	3	12	-12	-3	18	-12	1	-9	8
O=C(COC(=O)COc1ccc(Cl)cc1)Nc1ccc(N2CCOCC2)cc1	-1	11	-2	16	1	-1	5	0	1	-18	17
CCN(CC)S(=O)(=O)c1ccc(/C=C/C(=O)Nc2c(C)n(C)n(-c3ccccc3)c2=O)cc1	22	-16	-22	10	4	-2	-19	0	3	-7	10
CCOc1ccc(NS(=O)(=O)c2ccc3c(c2)CCN3C(C)=O)cc1	5	-2	8	-23	12	-14	13	9	2	63	-4
CC(C)c1nc(SCC(=O)N2CCCCCC2)c2c(=O)n(C)c(=O)n(C)c2n1	-12	-24	11	-2	3	-1	5	1	15	21	12
CN(C)S(=O)(=O)Nc1ccccc1C(N)=O	8	-4	-5	-12	-46	23	12	-42	7	28	17
Cc1ccc(C(CC(=O)N2CCCC2)c2ccccc2)c(O)c1C (stereo not drawn)	7	-5	-12	17	5	-7	3	-8	6	0	-17
O=C(Nc1cc2c(cc1Br)OCCO2)c1cccnc1	0	-20	-8	-17	-17	-6	-14	4	-8	-14	-2

Only part of the results is shown; rates above refer to the full screens.
